miR-122 sensor: miR-122 Renilla sensor signal increase in Huh7, primary screen, miR-122 inhibitor project, cell-based, single point, plate reader; AID 602342, 2012; actives 0.3% (n = 340,000); activation (reporter increase), % at 12.5 µM; Huh7 miR-122 Renilla luciferase sensor, 48 h; neutral wells = 0, positive control = 100;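 active = mean replicate activation score at least 90 and every replicate individually at or above 90; inconclusive = only one of the two criteria met; inactive = neither criterion met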;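 note: higher luciferase means less miR-122 activity so hits act as miR-122 inhibitors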
SIRT5 block: SIRT5 desuccinylase inhibitors, primary screen, biochemical, fluorescence imaging, single point, set 5; Purified SirT5, succinyl-peptide AMC, trypsin-coupled fluorescence; NAD-dependent protein deacylase sirtuin-5, mitochondrial (Homo sapiens), Q9NXA8; inhibition, % at 15 µM; actives 1.1% (n = 330,000); in the data active = inhibition above about 15%; inconclusive = no clear call, values can overlap the other calls
ERAP1 HTS inh: human ERAP1 aminopeptidase inhibitors, primary screen, biochemical, single point, plate reader; recombinant ERAP1, Leu-AMC fluorescence, 60 min; inhibition, % at 10.7 µM; actives 0.15% (n = 340,000);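 active = mean replicate inhibition of at least 30%, or all replicates individually reaching that 30% level; inactive = mean below 30% and not every replicate reaching it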;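 note: 0% = neutral control wells and 100% = L-leucinethiol positive control wells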
Target sequence (Q9NZ08 whole entry, looked up): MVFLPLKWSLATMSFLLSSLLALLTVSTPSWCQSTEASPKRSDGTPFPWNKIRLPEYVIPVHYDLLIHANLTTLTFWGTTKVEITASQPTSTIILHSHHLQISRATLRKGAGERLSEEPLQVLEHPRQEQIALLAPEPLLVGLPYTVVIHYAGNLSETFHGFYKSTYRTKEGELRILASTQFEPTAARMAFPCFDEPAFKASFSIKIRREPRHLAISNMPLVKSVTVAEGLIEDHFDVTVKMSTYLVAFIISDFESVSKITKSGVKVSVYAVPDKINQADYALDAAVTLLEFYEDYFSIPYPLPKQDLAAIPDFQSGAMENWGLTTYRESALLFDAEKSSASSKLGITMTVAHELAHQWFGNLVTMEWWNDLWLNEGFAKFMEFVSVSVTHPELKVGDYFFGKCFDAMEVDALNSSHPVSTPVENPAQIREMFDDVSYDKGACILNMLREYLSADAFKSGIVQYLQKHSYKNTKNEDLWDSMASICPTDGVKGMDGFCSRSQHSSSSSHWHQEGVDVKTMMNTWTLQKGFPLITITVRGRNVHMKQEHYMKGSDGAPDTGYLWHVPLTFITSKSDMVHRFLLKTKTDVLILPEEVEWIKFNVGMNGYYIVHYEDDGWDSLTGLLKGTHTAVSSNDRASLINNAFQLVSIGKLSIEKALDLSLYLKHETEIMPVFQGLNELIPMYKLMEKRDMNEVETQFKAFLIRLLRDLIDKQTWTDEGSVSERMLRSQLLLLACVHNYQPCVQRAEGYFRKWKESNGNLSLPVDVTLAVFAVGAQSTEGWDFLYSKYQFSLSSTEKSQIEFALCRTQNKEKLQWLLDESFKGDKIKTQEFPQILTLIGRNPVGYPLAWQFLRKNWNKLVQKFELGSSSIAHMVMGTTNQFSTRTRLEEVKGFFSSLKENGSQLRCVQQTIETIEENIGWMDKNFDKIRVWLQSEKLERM
CFTR F508del cor: F508del CFTR correction, initial screen, CFBE line, single point. CFBE cells, YFP halide quenching; stimulated with forskolin plus potentiator P3; % fluorescence drop versus neutral controls. activity (quench increase), % at 7.58 µM. actives 0.36% (n = 350,000). AID 720511, 2013;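 active = mean added fluorescence quench of at least 8% versus neutral control, with both replicates also reaching 8%; inconclusive = only one of the mean or replicate conditions met; inactive = mean below 8% and not both replicates reaching 8%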;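 note: cells transiently co-express mutant CFTR-F508del with the halide-sensitive YFP; corrector assay measuring rescue of mutant channel to the surface after 24 h compound exposure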
ERp5 inh: inhibitors of ERp5-driven insulin aggregation, primary screen, biochemical, turbidity, absorbance 650 nm, single point | Protein disulfide-isomerase A6 (Homo sapiens), Q15084 | 90 min | inhibition, % at 9.99 µM | actives 0.05% (n = 350,000) | AID 651711, 2012;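 active = mean replicate inhibition above about 25%, with every replicate also reaching it, limit read from the data, passing the limit was not always enough; inconclusive = only one of those two criteria met; inactive = neither criterion met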
DENV2 CPE: inhibitors of DENV2 cytopathic effect, primary screen, cell-based, plate reader, single concentration | DENV2-infected cells, cytopathic effect rescue | CPE inhibition, % at 9.99 µM | actives 1.7% (n = 350,000); in the data active = CPE inhibition above about 20%, passing the limit was not always enough; inconclusive = no clear call, values can overlap the other calls; tested in BHK-21 cells;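 note: 0% = median of neutral control wells and 100% = median of positive control wells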
CASP6 VEID inh: human caspase-6 inhibitors, primary screen, biochemical, VEID-R110 fluorescence, single point, set 2; inhibition, % at 12.5 µM; AID 686996, 2013; P55212; purified caspase-6, Z-VEID-R110 cleavage fluorescence; actives 0.53% (n = 350,000);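 active = mean inhibition across replicates at least about 35%, with every replicate also reaching that limit, limit read from the data; inconclusive = only one of the two criteria met; inactive = neither criterion met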;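 note: 0% = median of neutral control wells and 100% = no fluorescence left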
The depositor's hits bear a star; ? = inconclusive; / = no result given; [ ] = another dose, or the depositor's remark.

| molecule | miR-122 sensor | SIRT5 block | ERAP1 HTS inh | CFTR F508del cor | ERp5 inh | DENV2 CPE | CASP6 VEID inh |
| --- | --- | --- | --- | --- | --- | --- | --- |
| CC(=O)Nc1cccc(NC(=O)COC(=O)C2CC3CCCC(C2)C3=O)c1 (configuration not stated) | -2 | -2 | -3 | -3.2 | 0 | 13 | -2 |
| Cc1cc(=O)[nH]c(SCC(=O)N2CCC(Cc3ccccc3)CC2)n1 | 4 | 1 | 1 | -5.0 | 0 | 6 | 5 |
| CC(C)NC(=O)Nc1ccc2c(c1)CC(=O)N([C@@H](C)CO)C[C@H](C)[C@@H](CN(C)C(=O)Nc1ccccc1)O2 | 1[16.7 µM] | 3 | -2 | 0.8 | 2 | -2 | 6 |
| COc1cc(/C=N/Nc2ccnc(=O)[nH]2)ccc1O | 2 | 6 | -3 | 5.1 | 2 | -5 | -1 |
| OC1c2cc(Cl)cc(Cl)c2N=C2CCCN21 (configuration not stated) | 4 | -6 | / | -3.5 | 0 | -6 | -2 |
| CC(C)NC(=O)N(C)C[C@H]1Oc2cc(C#CC3CC3)ccc2S(=O)(=O)N([C@@H](C)CO)C[C@H]1C | -21[16.7 µM] | 1 | -1 | 0.1 | 8 | -4 | 1 |
| Cn1cc(CCC(=O)N2CCCC(CCC(=O)NCc3ccccc3F)C2)cn1 (configuration not stated) | 1 | -5 | 0 | -1.7 | 1 | -7 | -2 |
| CC(=O)C(Cc1cccc(F)c1)(Cc1cccc(F)c1)C(C)=O | / | 1 | 3 | 0.8 | 1 | 13 | 0 |
| CCOc1ccc(/C=C/C(=O)NC2CCCCC2)cc1 | 0 | -2 | -1 | -2.5 | 4 | 7 | -1 |
| CC1=C(C(=O)N(C(C)C)C(C)C)CC(CC(=O)NCCN2CCOCC2)C(=O)N1CCCN1CCCC1=O (configuration not stated) | -2 | 16* | -1 | -2.3 | 4 | 8 | 1 |
| COc1ccc(C(=O)/C=C/Nc2cc(C)ccn2)cc1 | / | 2 | / | -0.9 | -1 | ? | 0 |
| CC1(C)OC(=O)C(=NNc2ccccc2C(=O)O)C(=O)O1 | -2 | 2 | 6 | -2.3 | 0 | -6 | 0 |

An excerpt from above in order of their number in CASP6 VEID inh, ascending:
| molecule | miR-122 sensor | SIRT5 block | ERAP1 HTS inh | CFTR F508del cor | ERp5 inh | DENV2 CPE | CASP6 VEID inh |
| --- | --- | --- | --- | --- | --- | --- | --- |
| OC1c2cc(Cl)cc(Cl)c2N=C2CCCN21 (configuration not stated) | 4 | -6 | / | -3.5 | 0 | -6 | -2 |
| COc1ccc(C(=O)/C=C/Nc2cc(C)ccn2)cc1 | / | 2 | / | -0.9 | -1 | ? | 0 |
| CC(C)NC(=O)N(C)C[C@H]1Oc2cc(C#CC3CC3)ccc2S(=O)(=O)N([C@@H](C)CO)C[C@H]1C | -21[16.7 µM] | 1 | -1 | 0.1 | 8 | -4 | 1 |

Following part.
| molecule | miR-122 sensor | SIRT5 block | ERAP1 HTS inh | CFTR F508del cor | ERp5 inh | DENV2 CPE | CASP6 VEID inh |
| --- | --- | --- | --- | --- | --- | --- | --- |
| CCCc1nc(Cl)c(C#N)c2c1CCCC2 | / | 112* | 1 | 2.6 | 0 | / | 3 |
| CCC(c1nc2ccccc2[nH]1)n1c(=O)c(-c2cccs2)nc2ccccc21 (configuration not stated) | / | -3 | / | -2.5 | 7 | 3 | 2 |
| CCC(CO)Nc1ncnc2onc(-c3ccc(F)cc3)c12 (configuration not stated) | -2 | -2 | -2 | -1.3 | -5 | 0 | 2 |
| COc1ccc(NS(=O)(=O)c2cc3c4c(c2)CCN4C(=O)CC3)c(OC)c1 | 14 | 3 | 0 | 1.0 | -3 | -8 | 5 |
| CC1(c2ccccc2Br)NC(=O)N(CC(=O)NC2CCCCC2)C1=O (configuration not stated) | / | 0 | -3 | -4.4 | 3 | 2 | 0 |
| C[C@H]1CCCCO[C@H](CN(C)Cc2ccc3c(c2)OCO3)[C@@H](C)CN([C@@H](C)CO)C(=O)c2cc(NC(=O)NC3CCCCC3)ccc2O1 | 4[16.7 µM] | -1 | 1 | 2.0 | -1 | 8 | -1 |
| COC(=O)c1cc(NC2c3ccccc3C(=O)N2Cc2ccco2)cc(C(=O)OC)c1 (configuration not stated) | / | -4 | 3 | 0.0 | 9 | 12 | 2 |
| CN(C)C(=O)C[C@H]1CC[C@@H]2[C@H](COC[C@H](O)CN2S(=O)(=O)c2ccccc2Cl)O1 | 4[16.7 µM] | -2 | 1 | 0.8 | 0 | -5 | 0 |
| O=C(NCc1cccnc1)c1cc2ccccc2oc1=O | -2 | 0 | 4 | 3.2 | -1 | 4 | 1 |
| C[C@@H]1CN([C@H](C)CO)C(=O)c2cc(NC(=O)c3ccncc3)ccc2O[C@@H]1CN(C)Cc1ccncc1 | 1[16.7 µM] | 11 | -1 | 0.2 | 0 | 4 | 1 |
| Cc1c(C)n2c(SCC(=O)NC3CCCC3)nnc2[nH]c1=O | 4 | -4 | -1 | 0.2 | -1 | -6 | 2 |
| O=C(/C=C/c1ccccc1)NCCc1c[nH]c2ccccc12 | -5 | 4 | 4 | 0.9 | 1 | 0 | -1 |
| COC(=O)CC1C(=O)NCCN1C(=O)c1sc2ccccc2c1Cl (configuration not stated) | / | 1 | 0 | -3.2 | -8 | -1 | 1 |
| COc1ccc(-n2cc(-c3ccccc3)c3c(NCCCN4CCOCC4)ncnc32)cc1 | / | 3 | 5 | / | -3 | -7 | 2 |
| CN(C1CCCCC1)S(=O)(=O)c1cccc(C(=O)Nc2ccccn2)c1 | 22 | 1 | -4 | 1.2 | -1 | 8 | 1 |
| Cc1ccc(CN=c2c([N+](=O)[O-])nn(-c3cccc(Cl)c3)n2O)cc1 | 2 | -1 | 1 | -0.9 | -5 | -3 | -1 |
| CN1C(=O)c2cc(NS(=O)(=O)c3ccccc3F)ccc2OC[C@@H]2O[C@H](CC(=O)NC3Cc4ccccc4C3)CC[C@@H]21 | / | 10 | 1 | / | -1 | 16 | 7 |
| O=c1cc(Cl)[nH]c(=O)n1Cc1ccc(F)cc1 | -1 | -4 | -5 | -5.0 | -12 | 5 | -3 |
| Nc1ccc2nn(-c3ccc(Cl)cc3)nc2c1 | 17 | -5 | 7 | -2.3 | -4 | 4 | 1 |
| Cc1ccc(C)c(S(=O)(=O)NCCOc2nc(NC(C)C)nc(NC(C)C)n2)c1 | / | 3 | 1 | -0.3 | -4 | / | 3 |
| COc1ccc(C(=O)OCC(=O)c2ccc3[nH]c(=O)[nH]c3c2)c(OC)c1OC | / | -3 | 3 | -1.9 | 4 | -5 | -4 |
| CC(=O)c1ccc(N2Cc3ccccc3C2)cc1 | -11 | 2 | 0 | 0.1 | 1 | 0 | 3 |
| C[C@H]1CN([C@@H](C)CO)C(=O)c2cc(C#CC3(O)CCCC3)cnc2O[C@H]1CN(C)C(=O)C1CCOCC1 | -1[16.7 µM] | -1 | 2 | -0.5 | -1 | 3 | 0 |
| O=C(C1CCN(S(=O)(=O)c2ccccc2)CC1)N1CCN(Cc2ccccc2)CC1 | -3 | -1 | -3 | -1.7 | 4 | -4 | 1 |
| COc1cccc(OCc2cc(C(=O)N3CCN(C(C)=O)CC3)no2)c1 | -2 | -3 | 1 | -0.3 | -5 | 5 | -7 |
| O=C(NCc1cccc(CNC(=O)c2ccco2)c1)c1ccco1 | -1 | -5 | 1 | -1.1 | -6 | 7 | 2 |
| c1ccc(COc2ncnc3c2ncn3CCCNC2CCN(Cc3ccccc3)CC2)cc1 | -11 | 0 | -5 | -2.3 | 4 | 6 | -24 |
| COc1ccc(NC(=O)N(C)C[C@@H]2OCc3ccccc3-c3ccccc3C(=O)N([C@@H](C)CO)C[C@H]2C)cc1 | / | -2 | -1 | 1.7 | -4 | 1 | -2 |
| Cc1ccsc1/C=N/n1c(-c2ccccc2)n[nH]c1=S | / | 1 | -4 | -3.2 | -7 | 3 | -3 |
| CC(=O)CC(C)(C)S(=O)(=O)c1ccc(NC(C)=O)cc1 | 0 | -2 | -1 | -0.4 | -6 | / | 3 |
| CC12CCC3c4cc(CN5CCOCC5)c(O)cc4CCC3C1CCC2=O (configuration not stated) | -3 | / | 3 | 2.6 | 3 | -6 | -1 |
| Cc1ccc(S(=O)(=O)NCCNS(=O)(=O)c2ccccc2Br)cc1 | 48 | / | / | 1.4 | -1 | 3 | 2 |
| COCC#Cc1cnc2c(c1)C(=O)N([C@@H](C)CO)C[C@@H](C)[C@@H](CN(C)C(=O)C1CCOCC1)O2 | 5[16.7 µM] | -2 | -2 | -1.7 | 1 | 10 | -1 |
| Cc1cc(C)c2c(NC(=O)C3CC3)nn(C)c2n1 | 1 | -11 | 6 | 2.4 | 6 | -1 | -5 |
| COc1ccccc1C(=O)Nc1ccc(S(=O)(=O)N(C)c2ccccc2)cc1 | / | -2 | 4 | 0.3 | -1 | ? | 3 |
| COc1ccccc1NC(=O)N1CC[C@H]2[C@@H]1c1cc(-c3ccccc3)ccc1N(C)[C@H]2CO | -5[16.7 µM] | 2 | 7 | 3.0 | -3 | 2 | 0 |
| O=C(Nc1ccc2c(c1)OCCO2)c1cccc(Cl)c1 | / | 3 | 2 | -1.6 | -2 | 19 | -2 |
| CCOC(=O)C1(Cc2ccccc2C(F)(F)F)CCN(CC(O)CO)CC1 (configuration not stated) | -2 | 1 | -6 | / | 5 | -4 | -5 |
| C[C@@H]1CCCCO[C@H](CN(C)C(=O)Cc2ccccc2)[C@H](C)CN([C@H](C)CO)C(=O)c2cc(NC(=O)CCC(F)(F)F)ccc2O1 | -4[16.7 µM] | / | / | -3.4 | / | -4 | / |
| Cc1ccccc1-c1ccc([C@@H]2[C@@H](CO)N3CCCCN(C(=O)Nc4ccc(F)cc4)C[C@H]23)cc1 | -25[16.7 µM] | 1 | 0 | -1.2 | 2 | 1 | 2 |
| COc1ccccc1N(C)S(=O)(=O)c1ccc(C(=O)NC2CCCCCC2)cc1 | -1 | 1 | 0 | -0.7 | 8 | -6 | 0 |
| Cc1cccc(NC(=O)c2cc(-c3ccccn3)nc3ccccc23)c1C | / | 0 | 2 | -1.9 | -5 | 0 | -2 |
| N#Cc1cccc(-c2ccc([C@@H]3[C@H]4CN(C(=O)Nc5ccc(F)cc5)CCCCN4[C@H]3CO)cc2)c1 | -28[16.7 µM] | 5 | / | 4.6 | 1 | 13 | / |
| O=C(Nc1ccc(C(=O)O)cc1)Nc1ccc(F)cc1F | -5 | -2 | -33 | -1.4 | 2 | -1 | 6 |
| CC1(C(=O)NS(=O)(=O)c2cccc(C#N)c2)CCN1C(=O)C1(c2ccc(Cl)cc2)CCC1 (configuration not stated) | -2 | -2 | 2 | 4.6 | 0 | -1 | 1 |
| CCOc1c(Cl)cc(/C=N/NC(N)=S)cc1OC | -8 | -3 | -4 | -4.0 | -3 | 0 | 1 |
| Cc1cc(C(=O)OCC(=O)c2cccs2)ccc1[N+](=O)[O-] | -5 | -3 | -4 | 7.2 | -4 | -8 | 5 |
| CN(C)S(=O)(=O)c1ccc2c(c1)nc(CCC(=O)NCc1ccc(Cl)cc1)n2C | 11 | / | 2 | -0.8 | -2 | 9 | 3 |
| Cc1ccc(S(=O)(=O)NC(CC(=O)O)c2ccc(F)cc2)cc1 (configuration not stated) | 1 | -1 | -2 | 0.2 | 0 | 0 | -1 |
| Cc1ccc(S(=O)(=O)N2CCN(C(=O)C3CCCO3)CC2)cc1C (configuration not stated) | 0 | -3 | -9 | -1.2 | 12 | 3 | 0 |
| CCN(CC)S(=O)(=O)c1cccc(C(=O)NCCCn2ccnc2)c1 | -3 | 2 | / | -1.7 | -5 | 2 | -4 |
| OC(CN1CCCC(C(F)(F)F)C1)c1ccccc1 (configuration not stated) | / | 1 | -1 | 0.0 | -3 | 3 | -1 |
| CCC(C)(C)NC(=O)C(c1ccccc1Cl)N(C(=O)CCC(=O)Nc1cc(C)on1)C(C)(C)C (configuration not stated) | -6 | 0 | 4 | 0.1 | -2 | 1 | 1 |
